KLK7 zymogen act – activators of human kallikrein-7 zymogen; P49862; purified proKLK7, EDANS-DABCYL substrate fluorescence; 100% is mature enzyme control, 0% vehicle; activation, % at 7 µM; 0.9% of 370,000 active; AID 652039;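 active = activation above the mean of all tested compounds plus 3 SD, computed per campaign excluding outliers beyond control limits, cut at about 13% in these data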
ssDAF12 agonist – activators of S. stercoralis DAF-12 nuclear receptor | 1% of 370,000 active | HEK293 ssDAF-12/GRIP1 lit1-tk-luc reporter, luminescence; % of 3 µM dafachronic acid response | AID 652126 | activation, % at 6.8 µM;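 active = activation above the mean over all tested compounds plus 3 SD, cut at about 0.9% in these data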;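 note: 0% = DMSO-only wells and 100% = 3 µM delta7-dafachronic acid wells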
DAX1 inh-1 – blocks DAX1 repression of SF-1 activated StAR promoter. AID 652010. HEK293T StAR-luciferase reporter, SF-1/DAX-1 repression relief. 1.1% of 370,000 active. inhibition, % at 6.8 µM;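 active = inhibition above the mean over all tested compounds plus 3 SD, cut at about 3.6% in these data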;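 note: 0% = DAX-1 cells with DMSO and 100% = cells lacking DAX-1 with DMSO; higher inhibition means more luminescence from relief of DAX-1 repression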
FXN GAA850 act – increases GAA850 frataxin promoter reporter activity; HEK293 lucGAA850 FXN promoter luciferase reporter, 24 h; percent of 10 µM SAHA response; activation, % at 6 µM; AID 540364; 0.56% of 360,000 active;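 active = activation above the average of all compounds screened plus 3 SD, cutoff fixed separately per campaign, cut at about 7.5% in these data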;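 note: 0% = DMSO wells and 100% = 10 µM SAHA wells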
GC-A act – GC-A (human) enzyme activation; P16066; HEK293 GC-A cells, cGMP TR-FRET, EC30 ANP; 0% at EC30 ANP, 100% saturating ANP; activation, % at 10 µM; 0.14% of 370,000 active; in the data active = activation above about 40%
hgDAF-12 ag – agonists of H. glycines DAF-12 nuclear receptor; HEK293 GAL4-hgDAF12 UAS-luciferase reporter, agonist luminescence; normalized to butyrate control; activation, % at 6.8 µM; 1.8% of 370,000 active;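 active = activation above a cutoff set at the mean of all screened compounds plus 3 SD, cut at about 10% in these data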;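 note: 0% = DMSO wells and 100% = sodium butyrate wells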
NPR2 activator – GC-B (human) receptor activation. P20594. activation, % at 10 µM. HEK293-GC-B cells, CNP EC30, cGMP TR-FRET; 0% at EC30 CNP, 100% saturating CNP. AID 1920062. 0.11% of 370,000 active;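 active = activation at 10 µM reaching about 35% in either raw or pattern-adjusted values, limit read from the data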
Target sequence (P20594 whole entry, looked up): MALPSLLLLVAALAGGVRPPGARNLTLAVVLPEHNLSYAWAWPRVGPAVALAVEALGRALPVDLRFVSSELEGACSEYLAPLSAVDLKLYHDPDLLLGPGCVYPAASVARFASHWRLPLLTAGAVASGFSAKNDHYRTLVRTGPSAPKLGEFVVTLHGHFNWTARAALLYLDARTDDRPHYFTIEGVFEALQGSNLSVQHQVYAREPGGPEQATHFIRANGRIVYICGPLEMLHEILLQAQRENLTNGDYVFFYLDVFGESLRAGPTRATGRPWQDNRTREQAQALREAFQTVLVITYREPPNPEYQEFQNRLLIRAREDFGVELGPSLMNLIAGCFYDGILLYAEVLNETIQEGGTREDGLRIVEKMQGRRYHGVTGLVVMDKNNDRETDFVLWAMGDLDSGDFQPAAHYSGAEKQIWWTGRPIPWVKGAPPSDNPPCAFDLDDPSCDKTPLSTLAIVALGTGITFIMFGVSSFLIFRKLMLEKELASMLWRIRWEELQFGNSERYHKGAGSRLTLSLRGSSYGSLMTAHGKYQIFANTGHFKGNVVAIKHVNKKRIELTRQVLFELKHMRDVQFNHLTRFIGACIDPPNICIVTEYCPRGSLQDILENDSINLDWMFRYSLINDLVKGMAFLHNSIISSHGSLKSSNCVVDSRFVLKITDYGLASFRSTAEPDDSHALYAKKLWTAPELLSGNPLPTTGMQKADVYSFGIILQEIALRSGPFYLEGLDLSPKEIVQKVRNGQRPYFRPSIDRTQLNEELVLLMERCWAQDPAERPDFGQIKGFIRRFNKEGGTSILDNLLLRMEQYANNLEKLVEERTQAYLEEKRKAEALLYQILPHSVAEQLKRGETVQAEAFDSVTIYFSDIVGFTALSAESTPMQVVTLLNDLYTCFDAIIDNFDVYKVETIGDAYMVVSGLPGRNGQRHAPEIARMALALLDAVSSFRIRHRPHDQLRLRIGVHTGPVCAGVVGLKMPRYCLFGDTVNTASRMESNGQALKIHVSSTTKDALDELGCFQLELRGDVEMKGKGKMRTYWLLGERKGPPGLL
SMARCA2 activ – increases SMARCA2 function in MMTV reporter cells. activation, % at 9.1 µM. MG213 cells, MMTV-luciferase reporter, dexamethasone, overnight. 1% of 370,000 active; in the data active = activation above about 7.8%;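 note: 0% = vehicle wells and 100% = reference activator wells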
DAX1 inh-2 – NR0B1 (DAX1) inhibition; P51843; HEK293 Gal4-DAX1 luciferase reporter, luminescence; inhibition, % at 6.75 µM; 0.99% of 340,000 active; AID 504766;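 active = inhibition above the mean over all tested compounds plus 3 SD, cut at about 4.2% in these data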;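 note: 0% = DAX1-transfected cells with DMSO and 100% = empty-vector control cells with DMSO; inhibition shows as a rise in luminescence from relieved DAX1 repression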
hcDAF-12 act – H. contortus DAF-12 activation, primary screen | HEK293 hcDAF-12 lit1-tk-luc reporter, luminescence; 0% DMSO, 100% Δ7-dafachronic acid | activation, % at 6.8 µM | 1.4% of 370,000 active | AID 652067;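 active = activation above the mean of all tested compounds plus 3 SD, cut at about 5.5% in these data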;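 note: 100% = response to 3 µM Δ7-dafachronic acid high control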
HGIII-sPLA2 inh – Blocks human group III sPLA2 activity | Q9NZ20 | QFRET BODIPY PC-A2 liposome hydrolysis, fluorescence | inhibition, % at 12.2 µM | 0.56% of 370,000 active;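 active = inhibition above mean plus 3 SD of compounds lying within the high and low control bounds, cut at about 19% in these data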;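 note: 0% = median of test compound wells and 100% = no enzyme DMSO wells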
Active calls of the source: *; x = not tested or not shown.

SMILES	KLK7 zymogen act	ssDAF12 agonist	DAX1 inh-1	FXN GAA850 act	GC-A act	hgDAF-12 ag	NPR2 activator	SMARCA2 activ	DAX1 inh-2	hcDAF-12 act	HGIII-sPLA2 inh
CCCNC(=O)C1(C)CCN(C(=O)c2ccc3ccccc3c2)C1 (stereo not given)	-0.1	-0.6	0.5	1.6	-1	0.0	-1	-3	x	-2.1	7
CCN(CC(=O)Nc1ccc2c(c1)OCCO2)C(=O)/C=C/c1cc(Br)ccc1OC	-0.5	-1.2	-0.1	-1.5	-1	-0.3	1	-1	2.3	-1.3	-4
O=C(CN1CCc2ccccc21)NC(c1ccccc1)c1ccccc1	0.4	0.0	-0.5	1.5	-4	2.4	-1	-3	-0.2	3.8	-2
Clc1cccc(Cl)c1COc1ccccn1	0.6	-1.2	1.4	1.9	-1	1.4	-3	3	2.0	-0.5	0
COc1ccc(-n2c(SCC(=O)NCC3CCCO3)nc3c(c2=O)SCC3)cc1OC (stereo not given)	0.8	-1.1	-0.1	1.3	-1	-2.2	3	4	0.4	-2.4	3
COc1ccc(-c2noc(CNS(=O)(=O)c3ccc(NC(C)=O)cc3)n2)cc1OC	0.5	-1.2	0.6	0.8	3	1.7	2	-1	0.4	0.6	4
O=[N+]([O-])c1cccc(S(=O)(=O)[N-]c2nc3ccccc3nc2-n2cc[n+](Cc3ccccc3)c2)c1	-0.5	-1.5	0.8	-0.5	-3	-2.1	8	-1	2.8	1.5	-3
CCCn1nnnc1SCC(=O)Nc1nnc(CC)s1	-0.1	-1.5	-0.2	-0.1	3	-2.1	4	-4	0.1	-0.6	9
CCOCCCNC(=O)CN1C(=O)CSc2cc(S(=O)(=O)N3CCCCCC3)ccc21	-0.2	-1.1	-0.2	3.0	3	0.8	0	-1	-0.7	2.0	-2
Cc1cccc(C(=O)OCC(=O)c2ccc(CC(=O)N3CCOCC3)s2)c1C	-0.6	-0.8	0.9	-0.2	0	-1.1	-3	-1	-0.2	-0.7	-36
CCN1CCCC1CNC(=O)C1CCCN(S(=O)(=O)c2cccc3nsnc23)C1 (stereo not given)	0.2	-1.5	-0.1	-0.6	2	0.7	0	-3	0.6	-1.1	6
C/C(=N\NC(=O)c1cccc(S(=O)(=O)N2CCCC2)c1)c1ccc(OCC(=O)N(C)C)cc1	0.2	-1.5	-0.9	0.5	2	-1.0	8	-2	-1.7	-1.6	-5
O=c1cc(Cl)c(-c2ccccc2)n[nH]1	-0.2	-1.0	-1.3	0.0	2	-1.5	-2	-2	1.4	-1.1	-2
O=C(O)Cc1ccc(O)c(F)c1	-0.8	-1.0	1.5	0.1	2	-0.8	-2	-5	-0.3	2.6	7
CCOc1ccccc1OCCCC(=O)Nc1cc(S(=O)(=O)N2CCCCC2)ccc1C	0.5	-1.0	-0.7	-0.6	-2	-2.7	0	-3	0.8	-0.9	-9
C[C@@H]1C=C(C(=O)N2CCOCC2)O[C@H](OCc2ccc(CO)cc2)C1	0.7	-1.1	-0.4	0.6	-3	3.6	1	1	1.4	0.5	5
Cc1ccc(-c2nn(-c3ccccc3)cc2/C=N/NC(=O)c2ccncc2)o1	0.3	-0.8	1.2	3.0	-5	8.8	-3	1	1.4	2.2	-10
CCOc1ccccc1NC(=O)CCSc1nc2n[nH]c(C)c2c(=N)n1-c1ccccc1Cl	-0.9	-0.4	0.2	2.3	-4	-2.4	-5	0	-2.0	1.3	-4
CC(=O)Nc1ccc(NCCc2ccco2)cc1	0.6	-1.1	0.3	x	-4	1.4	-2	0	x	0.7	-2
Cc1ccc(NC(=O)Cn2nc(C)c([N+](=O)[O-])c2C)cc1C	0.2	-1.9	-0.1	2.5	-5	-3.3	4	-2	0.0	-1.6	3
COc1ccc(-c2ccoc2)cc1[C@H]1[C@H]2C=CC[C@@H](C)[C@@H]2C(=O)N1Cc1ccccc1	0.2	-1.3	-0.6	-1.3	-9	-0.5	-13	-1	-0.2	-1.7	-28
O=C(O)CSc1nnc(SCc2cccc3ccccc23)s1	-0.1	-0.5	0.0	-1.6	-1	-0.2	8	0	1.4	0.2	-8
C[C@@H]1CN([C@H](C)CO)C(=O)c2cc(NC(=O)Nc3ccc(F)cc3)ccc2O[C@@H](C)CCCCO[C@@H]1CN(C)C(=O)CCCN(C)C	0.2	0.1	1.1	x	5	0.2	4	-1	x	-0.6	-13
CCOC(=O)N1CCC(N2C(=O)c3ccc(C(=O)NCCOC)cc3C2=O)CC1	0.5	-1.0	-0.3	-0.1	4	0.7	1	-2	0.3	-0.1	1
CCn1ccnc1CN(C)Cc1nc(CCC(C)C)no1	0.2	-1.3	-0.1	2.8	-3	1.0	0	1	0.0	-0.4	-4

3 entries out of the list, sorted by number of heavy atoms, high to low.
SMILES	KLK7 zymogen act	ssDAF12 agonist	DAX1 inh-1	FXN GAA850 act	GC-A act	hgDAF-12 ag	NPR2 activator	SMARCA2 activ	DAX1 inh-2	hcDAF-12 act	HGIII-sPLA2 inh
C[C@@H]1CN([C@H](C)CO)C(=O)c2cc(NC(=O)Nc3ccc(F)cc3)ccc2O[C@@H](C)CCCCO[C@@H]1CN(C)C(=O)CCCN(C)C	0.2	0.1	1.1	x	5	0.2	4	-1	x	-0.6	-13
Cc1cccc(C(=O)OCC(=O)c2ccc(CC(=O)N3CCOCC3)s2)c1C	-0.6	-0.8	0.9	-0.2	0	-1.1	-3	-1	-0.2	-0.7	-36
O=C(CN1CCc2ccccc21)NC(c1ccccc1)c1ccccc1	0.4	0.0	-0.5	1.5	-4	2.4	-1	-3	-0.2	3.8	-2

New compounds follow.
SMILES	KLK7 zymogen act	ssDAF12 agonist	DAX1 inh-1	FXN GAA850 act	GC-A act	hgDAF-12 ag	NPR2 activator	SMARCA2 activ	DAX1 inh-2	hcDAF-12 act	HGIII-sPLA2 inh
COC(=O)c1c(NC(=O)CN(c2ccccc2)S(C)(=O)=O)sc2c1CCCC2	-0.6	-1.9	-0.9	2.9	-2	-1.2	3	-4	-1.5	-0.9	-20
N#C/C(=N\Nc1cccc(F)c1)C(=O)C1CC1	-0.4	-1.5	-0.3	0.7	2	5.3	6	-3	4.1	1.8	6
Cc1c(Cl)cccc1NC(=O)CCCN1C(=O)c2cccnc2C1=O	-0.7	-1.1	0.3	-0.5	-1	0.1	-3	-3	0.1	0.9	8
CC(=O)Nc1c(-c2ccccc2)c2cc(Br)ccc2[nH]c1=O	-0.7	-0.9	0.1	1.0	-1	0.1	-1	3	-0.5	-1.1	1
O=S(=O)(NCCc1nnc2ccc(SCc3cccnc3)nn12)c1ccccc1	-0.1	-1.2	0.8	-1.3	0	-1.2	3	1	-0.1	-0.7	-5
Cc1ccc(SCC(=O)Nc2ccc(N3CCN(C)CC3)c(F)c2)c(C)c1	-0.7	-1.1	0.1	0.1	-3	3.2	-1	0	0.3	-2.4	-7
COc1cc2c(cc1OC)C(C)N(C(=O)CCc1c[nH]c3ccccc13)CC2 (stereo not given)	0.3	-0.6	0.3	0.2	0	3.3	-2	0	0.5	0.9	-33
COc1cc(C2C(C#N)=C(N)OC3=C2C(=O)CC(C)(C)C3)cc([N+](=O)[O-])c1O (stereo not given)	0.1	-1.4	0.4	0.0	-5	0.6	1	-4	0.1	-0.7	-6
Cc1ccc(C2=CCN(C)C(=O)N2c2ccccc2)cc1	0.6	0.2	-0.4	x	3	0.7	-2	-3	x	3.5	9
CCOc1nc(NC(=O)NC(=O)c2ccccc2)nc(-c2ccccc2)n1	0.4	-0.6	-0.2	0.5	9	0.5	3	1	-1.9	-0.1	5
Cc1cccc(N=C2NN=C(c3c(C)[nH]c4ccccc34)CS2)c1	-0.4	-0.5	-1.4	-1.9	-2	2.4	5	-5	-1.3	7.9*	-2
CC(NC(=O)Cc1ccc(F)cc1)C(c1cccs1)N1CCN(C)CC1 (stereo not given)	-0.7	-1.2	0.1	3.8	-3	0.4	0	-3	-0.5	-0.5	0
CC(=NCc1ccco1)c1c(C)[nH]n(-c2nc3ccccc3s2)c1=O	-2.4	-2.1	-1.8	-9.2	7	-8.3	-2	-5	-1.6	-3.0	-4
O=c1[nH]c(COc2ccc(Cl)cc2Br)nc2ccccc12	-0.5	-0.2	7.1*	5.4	-4	12*	-8	4	2.0	8.7*	1
O=C(COc1ccc2c(-c3ccccc3)cc(=O)oc2c1)Nc1ccc(CCO)cc1	-6.5	-1.7	-4.8	-0.9	4	-4.3	6	-5	-0.7	-0.5	5
C/C(=N/OCC(=O)Nc1ccccc1)c1cccs1	0.3	-0.7	2.7	0.1	-1	7.1	1	4	0.8	2.5	-5
CCOC(=O)[C@H]1[C@H]2COc3ccc(Cl)cc3[C@@H]2N2C(=O)CN(Cc3ccco3)C(=O)[C@@]12C	-0.5	-1.4	0.0	-2.0	-2	-0.4	-4	0	0.2	-0.2	-5
c1sc2[n+](c1C13CC4CC(CC(C4)C1)C3)CCS2	-0.4	-1.6	0.0	1.3	4	1.2	-1	-3	-1.0	-1.2	10
CCCCC1=CC2=CC(=O)C(C)(OC(=O)CC)C(=O)C2=CN1CCCOC(C)C (stereo not given)	-3.4	-1.2	0.1	4.1	0	0.1	5	1	0.3	-0.5	-12
CCc1cccc(NC(=O)COc2ccccc2)c1	-0.6	-0.8	0.4	0.9	2	3.4	-4	-1	0.3	3.1	-5
CCCC1NC(=O)c2cccnc2-n2c1nc1ccc(C)cc1c2=O (stereo not given)	-0.7	-1.4	-0.9	0.7	-2	0.0	-1	-3	0.4	0.3	-1
O=C(C=Cc1ccccc1F)c1ccccc1	0.8	-0.6	-0.7	x	-5	2.0	-9	4	x	-0.3	-9
COc1cccc(C(=O)CSc2nnnn2C2CCCCC2)c1	0.0	-0.4	0.3	1.0	-3	3.4	-3	0	0.3	-1.8	-63
Cc1ccccc1C(=O)NC1CCN(CC(=O)Nc2ccc3c(c2)OCCO3)CC1	0.0	-1.8	-0.8	-2.5	4	-3.5	2	-3	2.6	-1.7	2
CN1/C(=C/C=C/c2n(C)c3cc([N+](=O)[O-])c([N+](=O)[O-])cc3[n+]2C)C(C)(C)c2ccccc21	-0.6	-1.5	-3.9	-3.9	-8	-4.9	-1	-2	-1.0	-2.1	48*
Cc1ccccc1C(=O)Nc1nnc(SCC(=O)NCc2ccco2)s1	0.4	0.0	8.0*	7.0	-3	12*	0	2	0.9	5.9*	-3
CN(C)C(=S)Nc1ccc(S(=O)(=O)N2CCCCC2)cc1	-0.3	-1.6	-0.3	1.1	-1	-3.3	-2	1	0.0	-1.6	-3
O=c1[nH]c(CN2CCN(c3ccccc3)CC2)nc2ccccc12	-0.3	-1.3	0.4	-0.2	-1	-2.2	1	-1	-0.5	0.7	11
CCCC[C@@H]1CNC(=S)N1CC1CCCCC1	0.3	-1.2	0.2	-0.5	-3	-1.1	-2	0	-0.4	-1.5	2

Screens from PubChem BioAssay.
